Mcl1 Bid PPI: disrupts binding of human Mcl-1 to Bid peptide | Q07820 | TR-FRET Mcl-1/Bid-Dy647 peptide binding, 1536-well | inhibition, % at 21.7 µM | hit rate 0.97% among 220,000;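 active = compounds that cut the binding signal by more than half at the single screening dose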;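 note: His-tagged Mcl-1 with europium anti-His antibody binding Bid BH3 peptide; 0% = Mcl-1 plus peptide wells and 100% = peptide-only wells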
Target sequence (Q07820 whole entry, looked up): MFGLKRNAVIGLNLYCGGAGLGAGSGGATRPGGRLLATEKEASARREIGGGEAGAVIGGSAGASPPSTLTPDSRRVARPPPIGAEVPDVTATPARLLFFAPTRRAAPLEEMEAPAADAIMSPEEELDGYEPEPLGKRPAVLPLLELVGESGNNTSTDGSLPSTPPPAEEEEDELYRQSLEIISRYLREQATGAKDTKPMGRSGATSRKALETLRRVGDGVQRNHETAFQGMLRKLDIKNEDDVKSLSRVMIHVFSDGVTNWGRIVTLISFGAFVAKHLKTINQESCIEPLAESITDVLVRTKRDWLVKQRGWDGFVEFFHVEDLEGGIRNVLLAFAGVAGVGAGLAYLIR
Bim-Bfl-1: inhibitors of Bim-Bfl-1 interaction, human; Q16548; Bead-based flow cytometry, Bim-Bfl-1 binding inhibition; inhibition, % at 10 µM; hit rate 0.12% among 190,000;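 note: 0% = wells without compound plus tracer and 100% = blocker peptide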
RGS8-Gao reg: regulators of human RGS8-Galphao interaction; multiplexed bead flow cytometry, RGS8-Galphao binding; actives lie on both sides; P09471; hit rate 0.34% among 220,000; AID 1423; response (percent of control binding), % at 10 µM; in the data active = response below about 60% or above about 140%; inactive = in between;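 note: Galphao activated as the GDP aluminium fluoride complex binding bead-coupled RGS8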
Target sequence (P09471 whole entry, looked up): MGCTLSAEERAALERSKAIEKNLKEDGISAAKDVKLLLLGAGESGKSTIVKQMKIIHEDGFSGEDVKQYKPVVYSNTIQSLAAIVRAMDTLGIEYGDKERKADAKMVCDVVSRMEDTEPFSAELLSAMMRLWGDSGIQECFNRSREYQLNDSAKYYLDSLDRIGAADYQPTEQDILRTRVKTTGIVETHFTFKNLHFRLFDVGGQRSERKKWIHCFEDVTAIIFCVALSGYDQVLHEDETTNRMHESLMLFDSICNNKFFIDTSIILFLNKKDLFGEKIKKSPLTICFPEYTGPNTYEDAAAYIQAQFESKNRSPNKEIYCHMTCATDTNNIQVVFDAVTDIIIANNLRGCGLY
RGS4-Gao reg: human RGS4-Galphao interaction regulation | P09471 | Multiplexed bead flow cytometry, RGS4-Galphao binding; actives lie on both sides | binding response (% of control), % at 10 µM | hit rate 0.33% among 220,000; in the data active = binding response below about 49% or above about 150%; inactive = in between;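 note: fluorescent Galphao activated with aluminum fluoride binding bead-coupled RGS4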
Mcl-1 Bim block: human Bim-Mcl-1 interaction inhibition. Q07820. Bead-based flow cytometry, Bim peptide-Mcl-1 binding. inhibition, % at 10 µM. hit rate 0.1% among 190,000. AID 1009;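 note: 0% = no compound tracer wells and 100% = peptide blocker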
Bcl-B Bim block: human Bim-Bcl-B interaction inhibition. Q9HD36. bead-based flow cytometry, Bim peptide-Bcl-B binding. inhibition, % at 10 µM. hit rate 0.073% among 190,000;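 note: 0% = tracer peptide without compound and 100% = reference inhibitor peptide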
Mcl1-Noxa inh: Mcl-1/Noxa interaction inhibition. TR-FRET Mcl-1/Noxa peptide binding, 2 h. inhibition, % at 21.7 µM. Q07820. hit rate 1.5% among 220,000;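 active = compounds that cut the protein-peptide binding signal by more than 50% relative to plate controls in a single-dose test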;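 note: His-tagged Mcl-1 with rhodamine Noxa BH3 peptide and terbium anti-His antibody; 0% = Mcl-1 plus Noxa peptide wells and 100% = peptide-only wells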
Bcl-XL Bim block: inhibitors of Bim-Bcl-XL interaction, human. Q07817. Bim peptide-Bcl-XL binding, bead flow cytometry, fluorescence. inhibition, % at 10 µM. hit rate 0.04% among 190,000
Bcl-W Bim block: human Bim-Bcl-W interaction inhibition | hit rate 0.02% among 190,000 | inhibition, % at 10 µM | bead-based flow cytometry, Bim peptide-Bcl-W binding | AID 952 | Q92843;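 note: 0% = bound tracer without compound and 100% = peptide blocker; higher means less fluorescent Bim peptide bound to Bcl-W beads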
Target sequence (Q92843 whole entry, looked up): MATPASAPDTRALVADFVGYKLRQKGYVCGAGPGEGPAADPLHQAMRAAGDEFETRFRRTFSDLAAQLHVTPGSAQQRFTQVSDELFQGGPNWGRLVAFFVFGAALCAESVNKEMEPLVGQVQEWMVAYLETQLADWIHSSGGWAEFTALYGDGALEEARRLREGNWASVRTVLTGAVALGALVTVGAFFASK
RGS7-Gao: regulators of human RGS7-Galphao interaction; P09471; Multiplexed bead flow cytometry, RGS7-Galphao binding; actives lie on both sides; binding response (% of control), % at 10 µM; hit rate 0.35% among 220,000; AID 1439; in the data active = binding response below about 49% or above about 150%; inconclusive = no clear call, values can overlap the other calls; inactive = in between;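 note: fluorescent Galphao held in activated GDP-AlF4 state binding bead-coupled RGS7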
Bim-Bcl-2: inhibitors of Bim-Bcl-2 interaction, human | P10415 | Bead-based flow cytometry, Bim peptide-Bcl-2 binding | inhibition, % at 10 µM | hit rate 0.06% among 190,000; in the data active = inhibition above about 40%; inconclusive = no clear call, values can overlap the other calls;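 note: 0% = no compound wells with probe peptide and 100% = reference peptide inhibitor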
The depositor's hits bear a star; ? = inconclusive; nt = not tested or not shown. Cut-off read from the data, not from the text of the source, unless noted: active = inhibition above about 40%.

Bcl-XL Bim block | Mcl-1 Bim block | Mcl1-Noxa inh | Bcl-B Bim block | RGS8-Gao reg | Mcl1 Bid PPI | Bim-Bfl-1 | Bim-Bcl-2 | Bcl-W Bim block | RGS4-Gao reg | RGS7-Gao | canonical_smiles
-4 | 0 | -25 | -6 | 101 | -70 | -4 | 1 | 0 | 100 | ? | COc1ccccc1CNC(=O)COC(=O)c1cccnc1SCC(=O)NCc1ccccc1OC
-5 | -2 | -11 | -8 | 97 | -17 | -16 | -10 | 1 | 98 | 94 | CC(NC(=O)CCOc1ccccc1)c1ccccc1 (configuration not stated)
6 | 4 | -3 | 1 | 102 | -29 | -5 | -2 | 2 | 98 | 97 | Nc1nnc(-c2ccc(Cl)cc2Cl)s1
-2 | 0 | 1 | -2 | 98 | -8 | -5 | 0 | 0 | 98 | ? | COc1ccc([N+](=O)[O-])cc1NC(=O)CCNC(=O)Cn1ccc2ccccc2c1=O
-4 | 0 | -49 | -8 | 102 | -67 | -14 | -10 | 0 | 101 | 100 | O=C(CCn1nc(-c2ccc(Cl)cc2)ccc1=O)NCc1ccccn1
1 | 0 | 14 | 2 | 97 | -11 | 1 | 1 | 1 | 97 | 96 | N#CCCN(Cc1cccnc1)C(=O)c1ccc(S(=O)(=O)N2CCOCC2)cc1
0 | -6 | 16 | -16 | 97 | -5 | -10 | -12 | -2 | 94 | 96 | CC(C)C(C)(C#N)NC(=O)CSc1nc2scc(-c3ccco3)c2c(=O)n1-c1ccccc1 (configuration not stated)
0 | -1 | -11 | 1 | 100 | -25 | 0 | 1 | 0 | 99 | 99 | CCCOC(=O)Nc1ccc(N2CCCCC2)cc1
nt | nt | 5 | nt | 98 | -45 | nt | nt | nt | 95 | ? | COc1ccc(N=Nc2c(N)n[nH]c2N)cc1
-2 | -3 | -5 | -5 | 99 | -19 | -5 | -4 | 0 | 99 | 98 | O=C(NC1=NCCS1)c1ccc(N2CCCC2=O)cc1
nt | nt | -3 | nt | 102 | -19 | nt | nt | nt | 108 | ? | CC(C)N1C(=O)CCC1C(=O)N1CCN(c2ccc(F)cc2)CC1 (configuration not stated)
-3 | 0 | 2 | -17 | 103 | -47 | 11 | 2 | 5 | 101 | 99 | CC(=O)NNC(=S)NC(=O)c1ccccc1
-3 | -1 | 7 | -4 | 104 | -2 | -3 | -4 | 1 | 104 | 103 | CCOC(=O)N1CCN(C(=O)CN(c2cc(C(F)(F)F)ccc2Cl)S(C)(=O)=O)CC1
-1 | -1 | 11 | -2 | 101 | -3 | -3 | 1 | -1 | 102 | 98 | CCOC(=O)c1ccc(S(=O)(=O)NCC(C)(C)N2CCOCC2)cc1
-1 | 1 | 18 | -2 | 101 | -3 | -2 | -2 | 0 | 99 | 105 | O=C(COc1ccc(Cl)cc1)NCCc1ccccn1
0 | 0 | 27 | 0 | 102 | 13 | 0 | 1 | 2 | 102 | 106 | C#CCN(C)Cc1ccccc1
nt | nt | -11 | nt | 102 | 3 | nt | nt | nt | 90 | ? | O=C(Nc1ccc(F)cc1F)N1CCCN(c2ccc(C(F)(F)F)cn2)CC1
-4 | 0 | 18 | -7 | 87 | 17 | -8 | -4 | -1 | 83 | 78 | O=c1[nH]c2ccc(S(=O)(=O)N3CCN(c4ccccc4F)CC3)cc2s1
-3 | 0 | 6 | -1 | 98 | -18 | 0 | 1 | -3 | 95 | 97 | c1ccc(-n2ncc3c(NCc4ccccn4)ncnc32)cc1
nt | nt | 37 | nt | 104 | -1 | nt | ? | nt | 101 | 105 | Cc1oc(C)c2c(=O)ccc3c(c12)OC(N)=C(C#N)C3c1ccccc1 (configuration not stated)
-4 | -3 | -11 | -12 | 104 | -18 | -14 | -7 | -7 | 102 | 105 | CCOC(=O)C1=C(C)N(c2ccc(Cl)cc2)C(=O)NC1c1cccc([N+](=O)[O-])c1 (configuration not stated)
-8 | 1 | -5 | -3 | 97 | -7 | -3 | -3 | -2 | 101 | 99 | CC(=O)N1CCN(CC(=O)Nc2ccc(SC(F)F)cc2)CC1
4 | 1 | 1 | -4 | 99 | -8 | -8 | 0 | 1 | 97 | 100 | Cc1ccc(-c2csc3nc(C)n(-n4cccc4)c(=O)c23)o1
-12 | -5 | 9 | -9 | 106 | -1 | -15 | -11 | -4 | 109 | 109 | CCCC(=O)Nc1ccccc1NC(=O)CN(C)S(=O)(=O)c1ccccc1
1 | 34 | 22 | 0 | 104 | 10 | -6 | -9 | 0 | 96 | 99 | CCNCc1cc(Br)c(OCC(=O)Nc2ccccc2)c(OC)c1
1 | 0 | 7 | 1 | 99 | -5 | 3 | 5 | -1 | 98 | 103 | Cc1cc(C)c(NC(=S)N(CCCN2CCOCC2)Cc2cccnc2)c(C)c1
-7 | -5 | 1 | -6 | 101 | -52 | -14 | -9 | -4 | 97 | 98 | CCn1c(=O)cc(SCC(=O)NCc2ccc(C)o2)c2ccccc21
-2 | -1 | 3 | -5 | 99 | -19 | -2 | -2 | 0 | 97 | 98 | COc1cccc2c(=O)c(C(=O)NCc3cccs3)c[nH]c12
-4 | -1 | -19 | -6 | 109 | -46 | -7 | -5 | 0 | 102 | 103 | COC(=O)CC1C(=O)NC2CCCCC2N1C(=O)c1ccccc1 (configuration not stated)
-7 | -2 | 6 | -9 | 99 | -11 | -17 | -11 | -1 | 100 | 97 | CCCOc1ccc(N2C(=O)CC(N3CCOCC3)C2=O)cc1 (configuration not stated)
-2 | 0 | 12 | -4 | 101 | -25 | -2 | 0 | -2 | 104 | ? | CCOc1ncccc1C(=O)OCC(=O)c1ccc(F)cc1
-3 | 0 | -13 | -6 | 87 | -15 | -15 | -10 | -1 | 105 | 89 | CCOC(=O)N/C(N)=N/c1nc2ccccc2s1
6 | -1 | 3 | 0 | 134 | -26 | 0 | 1 | 0 | 118 | 122 | CC(=O)Nc1ccc(-c2ccccc2)s1
-2 | -2 | -3 | 0 | 98 | -1 | -5 | -3 | -3 | 102 | 105 | CCOC(=O)N1CCN(C(=O)CCCn2c(=O)[nH]c3ccccc3c2=O)CC1
-2 | 0 | -16 | -5 | 101 | -23 | -13 | -4 | 0 | 99 | 98 | O=C(c1ccc2c(c1)OCCO2)C1CCN(S(=O)(=O)c2cccc(F)c2)CC1
nt | nt | 5 | nt | 91 | -6 | nt | nt | nt | 83 | ? | COc1ccc(NC(=O)c2ccc(NC(=O)CN(C)CC(=O)Nc3c(C)cccc3C)cc2)cc1
nt | nt | 25 | nt | 106 | -107 | nt | nt | nt | 106 | ? | CC1CN(c2ccc(Oc3ccccc3)cc2)c2nc3c(c(=O)n(CC(N)=O)c(=O)n3C)n2C1 (configuration not stated)
-6 | -7 | 5 | -9 | 97 | 3 | -2 | -4 | -2 | 101 | 100 | Cc1ccc2c(c1)cc(CN(Cc1ccc3c(c1)OCO3)S(=O)(=O)c1ccccc1)c1nnnn12
nt | nt | 7 | nt | 92 | -28 | nt | nt | nt | 82 | ? | CC(C)(CO)NC(=O)C12CC3CC(CC(Br)(C3)C1)C2
1 | 1 | 2 | -2 | 106 | -7 | -3 | 3 | 1 | 102 | 105 | CCOC(=O)C1(CC2CCCCO2)CCN(S(=O)(=O)c2cccc(F)c2)CC1 (configuration not stated)
-2 | -1 | 13 | -1 | 103 | -4 | -8 | -2 | 0 | 104 | 103 | O=c1n(-c2ccccc2)c(=O)n2n1CCC2
nt | nt | 9 | nt | 102 | -12 | nt | nt | nt | 103 | ? | Cn1c(C2=C(O)CN(Cc3ccccc3)C2=N)nc2ccccc21
0 | 2 | -2 | 2 | 107 | -29 | -4 | 0 | 0 | 103 | 104 | Cc1ccc(NC(=O)Nc2nnc(-c3ccccc3)o2)cc1
nt | nt | 14 | nt | 100 | -4 | nt | nt | nt | 103 | ? | COc1cccc(NC(=S)Nc2ccc(Br)cc2Cl)c1
-3 | -8 | 7 | 1 | 105 | -65 | 10 | 3 | -2 | 107 | 104 | O=S(=O)(c1cccc(NC(=S)NCc2ccco2)c1)N1CCOCC1
-6 | -5 | 21 | -8 | 102 | -16 | -7 | -8 | -2 | 99 | 100 | CCOc1ccc(NC(=O)CN2CCN(CC(=O)c3ccc(OCC)cc3)CC2)cc1
1 | 0 | 18 | 0 | 103 | 0 | 0 | 2 | 0 | 99 | 102 | O=C(Cn1[nH]c(=O)c2ccccc2c1=O)Nc1ccc(-c2nnc3n2CCCCC3)cc1
0 | 0 | 24 | -3 | 99 | -92 | 7 | -1 | 1 | 97 | 99 | COC(=O)c1c(NC(=O)CCc2ccc(C)o2)sc(C)c1C
nt | nt | -17 | nt | 98 | -110 | nt | nt | nt | 94 | ? | O=C(c1cccc(F)c1)N1CCCC(C(=O)N2CCN(c3ccccc3)CC2)C1 (configuration not stated)
-2 | -7 | 22 | -4 | 102 | 35 | 1 | 0 | -1 | 104 | 100 | O=C(/C=C/c1ccc(Cl)cc1Cl)c1cccnc1

Continued.
Bcl-XL Bim block | Mcl-1 Bim block | Mcl1-Noxa inh | Bcl-B Bim block | RGS8-Gao reg | Mcl1 Bid PPI | Bim-Bfl-1 | Bim-Bcl-2 | Bcl-W Bim block | RGS4-Gao reg | RGS7-Gao | canonical_smiles
1 | 2 | 14 | -1 | 100 | -28 | 1 | 0 | 3 | 99 | ? | CCn1c(C)cc(/C=C2/NC(=O)N(c3ccccc3)C2=O)c1C
-7 | -5 | -1 | -9 | 78 | -30 | -2 | -9 | -3 | 93 | 91 | CC(=O)Nc1ccc(/C(C)=N/Nc2nc(Nc3cccc4ccccc34)nc(N3CCOCC3)n2)cc1
nt | nt | 6 | nt | 99 | -27 | nt | nt | nt | 98 | ? | O=c1cc(-c2ccccc2Cl)oc2c(NS(=O)(=O)c3cccc4nsnc34)ccc(O)c12
-17 | -4 | 30 | -14 | 101 | -3 | -14 | -9 | -2 | 99 | 94 | CC(C)NC(=O)c1cc(-n2cnnc2)ccc1Cl
-1 | -4 | 15 | 0 | 106 | -66 | -1 | -3 | 0 | 98 | 98 | CC[n+]1c(/C=C(\C)Nc2ccccc2)sc2ccccc21
0 | -4 | -19 | 5 | 99 | -17 | 7 | 0 | 0 | 104 | 105 | CC(=O)c1ccc(NC2OC(CO)C(O)C(O)C2O)cc1 (configuration not stated)
-3 | 0 | 11 | -4 | 100 | -7 | -13 | -8 | 0 | 103 | 100 | COc1ccc(CN2CC(C(=O)NCCN3CCOCC3)CC2=O)cc1 (configuration not stated)
-1 | 0 | -7 | -2 | 101 | 0 | -5 | 0 | -1 | 100 | 99 | O=C(N/N=C1/CCc2ccccc21)C1CC1
nt | nt | 3 | nt | 103 | -85 | nt | nt | nt | 103 | ? | S=C1NC[C@H](CC2CCCCC2)N1CCc1cccc2ccccc12
0 | -2 | 1 | -1 | 102 | -9 | -5 | 0 | -1 | 105 | ? | O=C(CNC(=O)c1cccs1)NCC(=O)OCc1c(F)cccc1Cl
-7 | -1 | -13 | -3 | 102 | -21 | -2 | -3 | -5 | 101 | 104 | Cc1ccc(NC(=S)N(Cc2cccs2)Cc2cc3cc(C)ccc3[nH]c2=O)cc1
-1 | -3 | 3 | -9 | 102 | 2 | -9 | -8 | 1 | 107 | 110 | CCn1cc(/C=N/N=C2\CCC3C4CCc5cc(O)ccc5C4CC[C@]23C)c(C)n1 (some centres not stated)
